# Bioassay records (PubChem BioAssay)
# M1 antag = blocks human M1 muscarinic receptor. P11229. CHO-K1 hM1, Fluo-8 calcium fluorescence, ACh EC80 antagonist. inhibition, % at 3 µM. 360,000 compounds, 1.3% hits. AID 588852;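 active means percent inhibition above its own plate's cutoff, namely the mean of that plate's compound wells plus 3 SD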;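 further: peak over basal fluorescence ratio during 140 s after agonist addition; 0% = ACh EC80 plus DMSO and 100% = DMSO alone without agonist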
# TAAR1 agonist = agonists of human TAAR1; Q96RJ0; CHO RD-HGA16 TAAR1, Fluo-8 calcium fluorescence; vehicle wells 0%, saturating PEA agonist 100%; activation, % at 3 µM; 360,000 compounds, 0.99% hits; AID 624467;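 active means activation above the mean activation of all test compounds in the run plus 3 SD, cut at about 38% in these data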
# Target sequence (Q96RJ0 whole entry, looked up): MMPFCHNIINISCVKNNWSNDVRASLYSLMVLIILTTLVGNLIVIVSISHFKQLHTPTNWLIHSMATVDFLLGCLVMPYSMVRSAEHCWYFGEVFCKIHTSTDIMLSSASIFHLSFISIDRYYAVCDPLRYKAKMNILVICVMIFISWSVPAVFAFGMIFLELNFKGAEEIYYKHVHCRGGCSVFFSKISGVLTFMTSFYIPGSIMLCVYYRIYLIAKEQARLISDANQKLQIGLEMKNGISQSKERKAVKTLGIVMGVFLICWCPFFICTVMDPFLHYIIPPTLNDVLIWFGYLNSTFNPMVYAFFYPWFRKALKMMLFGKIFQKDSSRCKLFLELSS
#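 test system = CHO RD-HGA16 cells carrying human TAAR1 plus Gα16 | schedule = 17-24 h seeding, 75 min 37 °C dye, 30 min RT | compound dosing = 3 µM single concentration | control set = DMSO and PEA EC100 | replicates = n 1 | signal = Fluo-8 fluorescence, 5 s baseline then 140 s kinetic read | measure = percent activation vs PEA EC100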
# V1aR counter = V1a receptor agonism, counter-screen for OXTR agonists; P37288; CHO-V1R cells, Fluo-8 calcium fluorescence, agonist mode; 0% DMSO, 100% 3 nM vasopressin; activation, % at 3 µM; 320,000 compounds, 0.25% hits; AID 2797;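 active means activation above the mean activation of all tested compounds plus 3 SD, per screening run, cut at about 20% in these data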;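 further: signal is peak over basal fluorescence ratio across a 100 second FLIPR read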
# CHO parental Ca = signal in parental CHO cells, OX1R antagonist counter-screen; parental CHO-K1, ATP-induced calcium, Fluo-8 fluorescence; inhibition, % at 5.6 µM; 330,000 compounds, 0.63% hits;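 active means inhibition above that plate's mean sample inhibition plus 3 SD, cut at about 26% in these data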;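 further: 0% = ATP-challenged DMSO wells and 100% = DMSO wells without ATP; some compounds past the cut are filed as inactive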
#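 Assay system: parental CHO cells; Read-out basis: percent inhibition of ATP-evoked calcium rise, normalized to controls; Benchmarks: ATP and no-ATP DMSO wells; Compound dosing: single nominal dose of 5.6 µM per compound; Signal: Fluo-8 calcium dye fluorescence; Also added: ATP as calcium-mobilizing challenge; Repeats: singlicate.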
# TAAR1 antag = human TAAR1 antagonism. 360,000 compounds, 1.5% hits. CHO RD-HGA16 TAAR1, Fluo-8 calcium fluorescence, antagonist. AID 624466. inhibition, % at 3 µM;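 active means inhibition above a per-plate cutoff, the mean inhibition of test compounds on that plate plus 3 SD, cut at about 49% in these data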;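 further: 0% = DMSO plus EC80 beta-PEA response and 100% = DMSO alone without agonist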
#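 System: CHO RD-HGA16 cells bearing hTAAR1. Reagent: EC80 β-phenethylamine stimulus. Schedule: seeding 17-24 h prior, 75-min 37 °C, 30-min RT dye loading. Signal: Fluo-8 intracellular calcium dye fluorescence, real-time kinetic reads. Read-out: % inhibition from peak post-agonist over basal fluorescence ratio. Benchmarks: vehicle wells and EC80 agonist wells. Replicates: n of 1.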
# OXTR potentiate = potentiates the human oxytocin receptor response | P30559 | activation, % at 3 µM | 320,000 compounds, 0.061% hits | CHO-OTR cells, Fluo-8 calcium fluorescence, potentiator mode; 0% = oxytocin EC15, 100% = EC100;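 active means activation above that plate's cutoff, the mean activation of tested compounds plus 3 SD, cut at about 6.6% in these data, passing the limit was not always enough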;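 further: 100% uses oxytocin at 75 nM as the full agonist control; some results filed as inactive read as strong as hits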
# Target sequence (P30559 whole entry, looked up): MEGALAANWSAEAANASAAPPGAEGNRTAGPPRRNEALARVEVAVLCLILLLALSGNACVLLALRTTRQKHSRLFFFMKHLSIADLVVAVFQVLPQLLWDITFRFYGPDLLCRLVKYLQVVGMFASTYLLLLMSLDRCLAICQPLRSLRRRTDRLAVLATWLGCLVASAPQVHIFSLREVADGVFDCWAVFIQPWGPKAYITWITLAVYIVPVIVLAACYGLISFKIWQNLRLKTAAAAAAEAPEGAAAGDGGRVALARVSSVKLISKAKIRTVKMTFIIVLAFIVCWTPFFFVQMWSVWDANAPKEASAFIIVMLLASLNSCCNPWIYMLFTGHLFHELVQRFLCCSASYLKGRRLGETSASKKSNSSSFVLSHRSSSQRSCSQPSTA
#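 Measured by – Fluo-8 calcium dye fluorescence · Test system – human OTR in CHO cells · Dosing – one concentration, 3.0 µM compound · Controls – EC15 oxytocin alone as 0%, 75 nM oxytocin as 100% · Evaluation – normalized max/min fluorescence ratio, % activation · Timing – 6 min pre-incubation, 100 s read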
# OXTR ag = activates the human oxytocin receptor. P30559. CHO-OTR cells, Fluo-8 calcium fluorescence; normalized: DMSO 0%, oxytocin 100%. activation, % at 3 µM. 320,000 compounds, 0.32% hits. AID 2435;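 active means activation above the mean of all tested compounds plus 3 SD, cutoff set per screening run, cut at about 20% in these data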;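 further: peak over basal fluorescence ratio from a 100 s FLIPR kinetic read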
# M1 PAM = positive allosteric modulators of human M1 muscarinic receptor | 360,000 compounds, 0.088% hits | CHO-K1 hM1, Fluo-8 calcium fluorescence, ACh EC20; 0% = ACh EC20, 100% = maximal ACh | P11229 | activation, % at 3 µM | AID 588819; in the data active means activation above about 19%, passing the limit was not always enough
# M1 ag = human M1 muscarinic receptor agonism; activation, % at 3 µM; CHO-K1 hM1, Fluo-8 calcium fluorescence, agonist mode; 0% DMSO, 100% acetylcholine EC100; 360,000 compounds, 0.33% hits; P11229; AID 588814;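 active means activation above the run's mean compound activation plus 3 SD, cut at about 16% in these data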;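 further: peak over basal fluorescence ratio within a 140 s kinetic read after compound addition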
# * = called active by the depositor; · = not tested or not shown.
SMILES,M1 antag,TAAR1 agonist,V1aR counter,CHO parental Ca,TAAR1 antag,OXTR potentiate,OXTR ag,M1 PAM,M1 ag
Cc1cc(-c2nnc(SCC(=O)Nc3ccc(S(N)(=O)=O)cc3)n2N)n[nH]1,-9,1,0.8,8,-17,-7,1.0,4,-1
CC(=O)N1c2ccccc2NC2=C(C(=O)CCC2)C1c1ccco1 (stereo not given),-3,1,0.1,0,-18,-4,0.7,0,-1
COc1ccc2cc(C(c3nnnn3C(C)(C)C)N3CCc4ccccc4C3)c(=O)[nH]c2c1 (stereo not given),·,·,0.3,-6,·,-8,0.9,·,·
CCC(=O)NCc1ccc(-c2nc3ncccc3o2)cc1,-8,4,-0.4,-6,-21,-7,0.1,8,-4
Cc1cccc(Cn2c(Sc3nc(C)cs3)nc3c2c(=O)[nH]c(=O)n3C)c1,-6,2,-0.8,-24,-2,3,-0.2,4,-7
COc1ccc2c(c1)c(=O)oc1cc(OCC(=O)N3CCc4ccccc4C3)ccc12,-1,8,0.2,-13,10,-2,0.4,8,-1
COc1ccc(-c2cc(NC=O)c3ncc(-c4cnn(C)c4)n3c2)cc1,5,1,·,·,-17,·,·,-4,-4
Cc1ccc(N(Cc2ccccc2)C(=O)c2cccc(S(=O)(=O)N3CC(C)OC(C)C3)c2)cc1 (stereo not given),8,0,-1.1,-30,-17,-9,-1.3,-4,-5
Cc1nc(C(=O)Nc2cccc(Cl)c2)nn1-c1cc(OC(C)C)c(Cl)cc1Cl,-1,8,1.6,-32,-16,-7,-0.8,3,-3
COc1ccc(Br)cc1/C=N/NC(=O)CNC(=O)c1cccnc1,-6,6,1.3,6,-21,-1,0.2,5,-2
COC(=O)C1=C(C)NC(C)=C(C(=O)OC)C1C(=O)OCc1nc2cc(C(=O)OC)ccc2c(=O)[nH]1,-3,1,-1.5,-32,-18,-3,-1.2,3,-7
CCCC(=O)Nc1nn(CC)c2nc3ccc(C)cc3cc12,-24,-2,-0.7,-17,14,7,-2.5,17,-3
O=P(O)(O)c1ccccc1OCCCCCOc1ccccc1P(=O)(O)O,5,7,0.5,2,2,3,0.1,-1,-2
CC(=O)N(Cc1ccccc1)C(CC(=O)NCc1ccccc1)C(=O)O (stereo not given),3,0,·,·,5,·,·,-4,-2
C[C@@H](C(=O)Nc1ccc(OC(F)F)c(Cl)c1)N1C(=O)C2CC=CCC2C1=O (stereo not given in full),2,4,2.5,-18,-5,-9,0.8,0,0
COc1ccc(-c2ccc(SCC(=O)NCC3CCCO3)nn2)cc1OC (stereo not given),-13,3,3.4,7,-3,-6,-0.4,17,-1
COc1ccc(/C=c2\s/c(=C(/C#N)C(=O)NCc3ccco3)n(-c3ccccc3)c2=O)cc1,-3,9,0.7,-3,2,2,0.5,2,-6
O=C(Nc1nc(-c2cc(Cl)sc2Cl)cs1)c1cccs1,-14,0,1.0,-28,-4,-12,-1.3,3,-3
Nc1ccccc1C(=O)NNc1c2ccccc2nc2ccccc12,-2,4,-1.3,-10,9,1,-1.9,1,-6
Cc1cccc2cc(COC(=O)c3ccccn3)c(=O)[nH]c12,1,5,1.2,-17,-10,3,0.5,3,-4
Cc1nc2c(Br)cc(Br)cc2cc1O,1,13,6.8,5,0,-17,6.3,0,-2
C=CCC(C(=O)c1ccccc1)[N+](C)(C)CC=C (stereo not given),-2,5,-0.1,-15,4,-11,0.1,0,-14
C/C(=N\OCC(=O)OCC(=O)NC(=O)c1ccc(OC(F)F)cc1)c1ccc2c(c1)OCO2,4,0,-0.3,-14,16,-4,-0.2,4,-4
CC(C)(CNC(=O)c1cccc(S(=O)(=O)Nc2ccc(SC(F)F)cc2)c1)N1CCOCC1,35*,6,·,·,5,·,·,-15,1
FC(F)(F)c1nnc2sc(-c3ccncc3)nn12,-6,11,-0.6,5,-1,4,-0.2,9,-4
# More compounds.
SMILES,M1 antag,TAAR1 agonist,V1aR counter,CHO parental Ca,TAAR1 antag,OXTR potentiate,OXTR ag,M1 PAM,M1 ag
O=C(NCCc1ccccc1)c1ccc(NC(=O)C2CC2)cc1,-5,4,·,·,10,·,·,3,-2
CCOC(=O)N1CCN(C(=O)CN(C)S(=O)(=O)c2ccc(F)cc2)CC1,-3,2,0.4,-7,-1,-3,1.3,8,1
COc1ccc2cc(C(=O)N/N=C/c3sc4ccccc4c3O)ccc2c1,15,108*,35*,5,28,-13,36*,-10,33*
COc1ccc2[nH]c(C)c(C(=O)CN(C)C)c2c1,-5,4,-0.1,-13,4,0,-0.7,-1,-3
COc1ccccc1C(c1nnnn1C(C)(C)C)N1CCN(Cc2ccccc2)CC1 (stereo not given),-23,7,-1.4,-10,-4,-3,-1.6,6,-4
Cc1ccc(-n2c(COc3ccccc3)nnc2SCC(=O)O)cc1,-14,3,·,·,-8,·,·,8,-3
Cc1cccc(CCNC(=O)C2CCC(CNc3c(N4CCCC4)c(=O)c3=O)CC2)c1 (stereo not given),-13,2,-0.2,4,-14,0,-0.1,9,-3
COc1ccc(-n2ccc(=O)c(C(=O)Nc3ccc(S(=O)(=O)Nc4nccs4)cc3)n2)cc1,-3,3,-0.9,-10,-22,-16,-1.1,0,-4
COc1ccc(CNC(=O)/C=C/c2cc([N+](=O)[O-])ccc2OC(F)F)cc1OC,19,2,-0.4,-14,9,1,-0.3,-13,-6
CC(C)(C)NC(=O)c1cc([N+](=O)[O-])ccc1N1CCCCC1,-1,1,-1.6,-8,-42,3,-1.5,-3,-9
CS(=O)(=O)Nc1ccc(C(=O)Nc2ccc(S(=O)(=O)Nc3nccs3)cc2)cc1,-10,0,1.6,-8,-17,-5,2.1,12,-5
CC(OC(=O)CCCSc1nc2ccccc2s1)C(=O)NC(N)=O (stereo not given),-2,2,0.7,-8,-9,-11,2.0,2,-4
O=C(NCC(=O)N1CCN(Cc2c(F)cccc2Cl)CC1)c1cccc(Cl)c1,-4,8,·,·,-27,·,·,3,-2
CCSc1nc2c(cnn2-c2ccccc2)c(=O)n1N,-6,0,1.8,-6,-25,2,0.5,-3,-2
COc1ccc(S(=O)(=O)NCCSCc2ccc(Cl)cc2)cc1NC(C)=O,-4,10,·,·,-17,·,·,1,0
CCOc1ccc(C(=O)NC(C(=O)N2CCC2)C(C)C)cc1 (stereo not given),-2,0,·,·,-14,·,·,3,-3
Cc1ccccc1-c1nc(CS(=O)(=O)CC(=O)NCCCN2CC(C)CC(C)C2)c(C)o1 (stereo not given),26,5,3.7,-15,-7,-9,1.4,-14,-4
COc1ccc(NC(=O)Cn2cc(C(=O)C3CC3)c3ccccc32)cc1,-15,9,2.5,-12,-15,-6,1.1,7,0
Cc1cc(-c2nnc(SCCC(=O)Nc3ccccc3)o2)no1,-6,2,·,·,4,·,·,9,-2
Cc1cccc(C)c1NC(=O)CNC(=O)c1ccncc1,-11,2,0.7,17,-25,-3,2.7,11,2
Cn1c(-c2ccc(N)cc2)nc2ccccc21,8,0,0.3,-11,0,-4,-1.4,-2,-6
COc1ccc(NC(=O)CCCn2c(=O)c3sccc3n(Cc3cccc(C)c3)c2=O)cc1,-2,3,-0.2,-3,1,-7,-1.1,3,0
Cc1cc(C)n(-c2ccc(Cl)c(C(=O)OCC(=O)N3CCCCC3C)n2)n1 (stereo not given),-20,7,-1.0,-24,-1,-6,-1.3,-6,-3
O=C(CSc1n[nH]c(-c2ccccc2Br)n1)NC(=O)NCc1ccco1,-9,13,-0.6,-17,-12,-4,-1.3,11,-1
Cc1ccc(S(=O)(=O)Cc2ccc(C(=O)NCCCN3CCCC3=O)o2)cc1,0,5,0.0,-8,0,0,0.2,4,-3
C[C@@H](NS(=O)(=O)c1ccc(Br)cc1F)[C@@H](O)c1ccccc1,-14,2,·,0,-15,·,·,12,-8
CCOC1=C2[C@@H](CN(S(=O)(=O)c3ccc(C)cc3)[C@H]2c2ccc(CC)cc2)[C@H]2C(=O)N(c3ccccc3)C(=O)[C@H]2C1,-3,1,·,·,-5,·,·,-3,-5
COc1ccc(CNC(=O)CNS(=O)(=O)c2cccs2)cc1,-2,1,0.9,-9,-16,-2,-0.3,4,-5
COc1cc2c(cc1OC)C(C1C(=O)CC(C)CC1=O)N(C(=O)CCl)CC2 (stereo not given),-10,1,1.6,2,6,-8,-0.6,12,10

# A portion from the list above, for reference:
SMILES,M1 antag,TAAR1 agonist,V1aR counter,CHO parental Ca,TAAR1 antag,OXTR potentiate,OXTR ag,M1 PAM,M1 ag
COc1ccc(NC(=O)Cn2cc(C(=O)C3CC3)c3ccccc32)cc1,-15,9,2.5,-12,-15,-6,1.1,7,0
Cc1cc(-c2nnc(SCCC(=O)Nc3ccccc3)o2)no1,-6,2,·,·,4,·,·,9,-2
Cc1cccc(C)c1NC(=O)CNC(=O)c1ccncc1,-11,2,0.7,17,-25,-3,2.7,11,2
Cn1c(-c2ccc(N)cc2)nc2ccccc21,8,0,0.3,-11,0,-4,-1.4,-2,-6

# An excerpt from above in order of the M1 ag value, largest number first:
Molecule | M1 ag
COc1ccc(-c2ccc(SCC(=O)NCC3CCCO3)nn2)cc1OC (stereo not given) | -1
C/C(=N\OCC(=O)OCC(=O)NC(=O)c1ccc(OC(F)F)cc1)c1ccc2c(c1)OCO2 | -4
CCOC1=C2[C@@H](CN(S(=O)(=O)c3ccc(C)cc3)[C@H]2c2ccc(CC)cc2)[C@H]2C(=O)N(c3ccccc3)C(=O)[C@H]2C1 | -5

# Look-ups from the entries so far:
# O=C(NCC(=O)N1CCN(Cc2c(F)cccc2Cl)CC1)c1cccc(Cl)c1 in TAAR1 antag reads -27
# COc1ccc(CNC(=O)/C=C/c2cc([N+](=O)[O-])ccc2OC(F)F)cc1OC in M1 antag reads 19
# Cc1ccccc1-c1nc(CS(=O)(=O)CC(=O)NCCCN2CC(C)CC(C)C2)c(C)o1 (stereo not given) in V1aR counter reads 3.7
# O=P(O)(O)c1ccccc1OCCCCCOc1ccccc1P(=O)(O)O in TAAR1 antag reads 2
# COc1ccc2cc(C(c3nnnn3C(C)(C)C)N3CCc4ccccc4C3)c(=O)[nH]c2c1 (stereo not given) in OXTR potentiate reads -8
